Screening data: PubChem, several laboratories
GRK2 aptamer HTS: human GRK2 inhibition via aptamer displacement. inhibition of aptamer binding, % at 10 µM. bead flow cytometry, FAM-aptamer displacement from GRK2. P25098. actives 0.59% (n = 330,000). AID 488847;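 active means inhibition of aptamer binding above 40%, roughly 3 SD of noise, on plates passing a quality check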;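 further: median bead fluorescence of bound FAM aptamer so fluorescent compounds give negative values; no value below 0 was filed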
MCL1-BIM inh: inhibitors of human MCL1 binding to BIM-BH3 peptide. inhibition, % at 10.9 µM. GST-MCL1 / FITC-Bim-BH3 fluorescence polarization. AID 2057. actives 0.68% (n = 320,000);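 active means inhibition above the mean inhibition of all tested compounds plus 3 SD, set per campaign, cut at about 40% in these data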;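 further: 0% = DMSO wells and 100% = unlabeled Bim-BH3 peptide control; higher means more loss of mP so more displacement of Bim peptide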
Target sequence (Q07820 whole entry, looked up): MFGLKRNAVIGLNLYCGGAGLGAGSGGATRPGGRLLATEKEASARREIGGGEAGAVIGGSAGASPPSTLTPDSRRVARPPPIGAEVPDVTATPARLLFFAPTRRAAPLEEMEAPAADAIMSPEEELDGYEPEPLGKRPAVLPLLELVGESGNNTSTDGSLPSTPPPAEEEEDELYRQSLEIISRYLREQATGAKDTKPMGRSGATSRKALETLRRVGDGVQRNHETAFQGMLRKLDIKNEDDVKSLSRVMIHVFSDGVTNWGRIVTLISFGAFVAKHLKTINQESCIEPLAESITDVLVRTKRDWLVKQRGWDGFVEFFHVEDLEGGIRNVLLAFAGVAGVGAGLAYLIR
CR mimetic SO: lowers age-related superoxide in aged yeast cells | S. cerevisiae aged cells, superoxide DHE fluorescence; hits give low values | superoxide response (% of plate mean), % at 10 µM | actives 0.18% (n = 330,000) | AID 2690;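 active means superoxide response under a set limit, about three screen SD below normal, cut at about 65% in these data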;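 further: yeast aged for seven days with compound at 30 °C before DHE staining; 100% = average MFI of all compound-treated wells on the plate with controls excluded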
AGP1 TOR yeast: modulators of TOR pathway AGP1-GFP in S. cerevisiae | S. cerevisiae AGP1-GFP multiplex flow cytometry, 3 h; GFP as percent of DMSO wells | GFP response vs DMSO, % at 10 µM | actives 0.02% (n = 320,000) | AID 2066;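 active means GFP response relative to DMSO above a set limit, near screen average plus 3 SD, cut at about 150% in these data; inconclusive means fewer than 70 cells counted for the yeast strain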;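 further: median GFP channel fluorescence of the gated AGP1 strain per well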
Bcl-xL primary: blocks human Bcl-xL binding to Bim BH3 peptide; GST-Bcl-xL / FITC-Bim BH3 peptide fluorescence polarization; actives 0.7% (n = 320,000); inhibition, % at 10.9 µM; AID 2129;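 active means inhibition above the mean of all tested compounds plus 3 SD, cutoff set per campaign, cut at about 30% in these data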;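 further: 0% = DMSO wells and 100% = unlabeled Bim-BH3 peptide competitor; inhibitors lower millipolarization by displacing the labeled peptide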
Target sequence (Q07817 whole entry, looked up): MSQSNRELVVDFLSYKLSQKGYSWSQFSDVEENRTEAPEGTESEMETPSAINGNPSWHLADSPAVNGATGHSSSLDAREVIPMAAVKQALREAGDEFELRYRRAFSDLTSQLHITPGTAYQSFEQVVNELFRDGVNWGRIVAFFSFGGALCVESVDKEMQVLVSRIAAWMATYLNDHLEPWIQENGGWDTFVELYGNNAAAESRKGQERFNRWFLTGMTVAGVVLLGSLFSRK
CIT2-GFP yeast: modulators of TOR pathway CIT2-GFP in S. cerevisiae; actives 0.065% (n = 320,000); GFP response vs DMSO, % at 10 µM; AID 2029; S. cerevisiae CIT2-GFP strain, flow cytometry, 3 h; 100 means same as DMSO wells;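 active means GFP response relative to DMSO above a set limit, near the screen mean plus 3 SD, cut at about 150% in these data; inconclusive means Fewer than 70 cells measured for a yeast strain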;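 further: ratio of well median GFP fluorescence to mean of DMSO wells on the plate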
VLA-4 inh: inhibition in a human VLA-4 binding assay; P13612; VLA-4 expressing cells, ligand binding flow cytometry; inhibition, % (about 7 µM as worked out from the volumes in the protocol); actives 0.2% (n = 330,000); AID 2557; in the data active means inhibition above about 50%
GLD-1 RNA inh: GLD-1-TGE RNA interaction inhibition (C. elegans); Q17339; actives 0.44% (n = 320,000); inhibition, % at 5.96 µM; purified GLD-1 + fluorescein TGE RNA, fluorescence polarization;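 active means percent inhibition above a per-plate cutoff, the plate mean of test compounds plus 3 SD, cut at about 30% in these data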;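 further: 0% = DMSO wells with GLD-1 and probe and 100% = wells lacking GLD-1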
Target sequence (Q17339 whole entry, looked up): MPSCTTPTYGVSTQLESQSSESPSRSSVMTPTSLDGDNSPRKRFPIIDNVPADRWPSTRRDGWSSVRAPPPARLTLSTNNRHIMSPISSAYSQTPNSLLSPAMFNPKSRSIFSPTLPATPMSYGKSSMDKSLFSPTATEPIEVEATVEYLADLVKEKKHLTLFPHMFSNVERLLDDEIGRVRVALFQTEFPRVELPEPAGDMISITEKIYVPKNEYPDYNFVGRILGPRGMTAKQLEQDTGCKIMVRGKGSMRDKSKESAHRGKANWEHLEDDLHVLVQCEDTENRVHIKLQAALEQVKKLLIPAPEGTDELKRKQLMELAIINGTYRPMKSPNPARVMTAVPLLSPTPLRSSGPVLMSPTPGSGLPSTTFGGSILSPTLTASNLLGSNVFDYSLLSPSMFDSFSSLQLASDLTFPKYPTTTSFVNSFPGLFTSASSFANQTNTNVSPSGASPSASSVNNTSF
MEX-5 binding: C. elegans MEX-5 TCR-2 RNA binding activity. Q9XUB2. actives 0.38% (n = 300,000). AID 1832. activity score (negative = inhibition of binding), % at 10 µM. MEX-5/FITC-TCR2 RNA binding, fluorescence polarization; hits give low values;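 active means inhibition past about -25% in most replicates, and total fluorescence under double the plate's negative control median, limit read from the data; inconclusive means replicates evenly split on the limit, or fluorescence at least double controls; inactive means too little inhibition in most replicates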;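 further: 0% = DMSO and -100% = 5 µM competing unlabeled TCR2 RNA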
* hit, by the source's call.

Results for COCCOC(=O)/C=C1/NC(=O)CS1 ?
GRK2 aptamer HTS: 0; MCL1-BIM inh: 1; CR mimetic SO: 81; AGP1 TOR yeast: 96; Bcl-xL primary: 3; CIT2-GFP yeast: 89; VLA-4 inh: 3; GLD-1 RNA inh: 3; MEX-5 binding: -0.6

How did CS(=O)(=O)N(CC(=O)Nc1ccc(F)cc1)C1CCCCC1 do in these assays?
GRK2 aptamer HTS: 5; MCL1-BIM inh: 5; CR mimetic SO: 96; AGP1 TOR yeast: 89; Bcl-xL primary: 5; CIT2-GFP yeast: 92; VLA-4 inh: 3; GLD-1 RNA inh: 0; MEX-5 binding: 1.9

What do the screens show for `Cc1ccc(NC(=O)CCC(=O)c2ccc(F)cc2)cc1Cl`?
GRK2 aptamer HTS: 1; MCL1-BIM inh: 1; CR mimetic SO: 103; AGP1 TOR yeast: 99; Bcl-xL primary: -3; CIT2-GFP yeast: 100; VLA-4 inh: -9; GLD-1 RNA inh: -1; MEX-5 binding: 0.6

Results for COc1ccc(CCCc2nnc(SCC(=O)Nc3ccc(OC)cc3)o2)cc1 ?
GRK2 aptamer HTS: 0; MCL1-BIM inh: -19; CR mimetic SO: 112; AGP1 TOR yeast: 100; Bcl-xL primary: -11; CIT2-GFP yeast: 95; VLA-4 inh: -2; GLD-1 RNA inh: 1; MEX-5 binding: 0.9

How did O=C(CCc1nc2ccccc2c(=O)[nH]1)Nc1cccc(S(=O)(=O)N2CCCCC2)c1 do in these assays?
GRK2 aptamer HTS: 0; MCL1-BIM inh: -17; CR mimetic SO: 99; AGP1 TOR yeast: 105; Bcl-xL primary: -12; CIT2-GFP yeast: 108; VLA-4 inh: 5; GLD-1 RNA inh: -8; MEX-5 binding: -3.3

How did CCCOc1ccccc1C1NC(=O)NC(C)=C1C(=O)OCCOCC (centres undefined) do in these assays?
GRK2 aptamer HTS: 3; MCL1-BIM inh: 3; CR mimetic SO: 100; AGP1 TOR yeast: 101; Bcl-xL primary: 3; CIT2-GFP yeast: 100; VLA-4 inh: 24; GLD-1 RNA inh: -3; MEX-5 binding: 0.6

How did O=C(Nc1nc(C2C3CC4CC(C3)CC2C4)cs1)c1cc2cc([N+](=O)[O-])ccc2oc1=O (centres undefined) do in these assays?
GRK2 aptamer HTS: 1; MCL1-BIM inh: 4; CR mimetic SO: 102; AGP1 TOR yeast: 107; Bcl-xL primary: 4; CIT2-GFP yeast: 109; VLA-4 inh: 9; GLD-1 RNA inh: 6; MEX-5 binding: -0.2

Results for NS(=O)(=O)c1cccc(NC(=O)Cn2nc(C(=O)O)c3ccccc3c2=O)c1 ?
GRK2 aptamer HTS: 2; MCL1-BIM inh: 5; CR mimetic SO: 104; AGP1 TOR yeast: 103; Bcl-xL primary: 3; CIT2-GFP yeast: 107; VLA-4 inh: 0; GLD-1 RNA inh: -2; MEX-5 binding: -0.5

Results for COc1cc2c(cc1NC(=O)Nc1ccc(C)cc1)oc1ccccc12 ?
GRK2 aptamer HTS: 1; MCL1-BIM inh: 2; CR mimetic SO: 95; AGP1 TOR yeast: 99; Bcl-xL primary: 4; CIT2-GFP yeast: 106; VLA-4 inh: 8; GLD-1 RNA inh: 3; MEX-5 binding: 0.7

Results for Cc1ccc(CSCCNS(C)(=O)=O)cc1 ?
GRK2 aptamer HTS: 1; MCL1-BIM inh: 0; CR mimetic SO: 79; AGP1 TOR yeast: 115; Bcl-xL primary: 6; CIT2-GFP yeast: 112; VLA-4 inh: -2; GLD-1 RNA inh: -5; MEX-5 binding: -1.0

What do the screens show for `O=C(O)c1ccc2c(=O)[nH]c(CCl)nc2c1`?
GRK2 aptamer HTS: 3; MCL1-BIM inh: -9; CR mimetic SO: 88; AGP1 TOR yeast: 104; Bcl-xL primary: 2; CIT2-GFP yeast: 105; VLA-4 inh: 9; GLD-1 RNA inh: 1; MEX-5 binding: 1.7

What do the screens show for `Cc1ccc(NC(=S)NNc2ncc(C(F)(F)F)cc2Cl)cc1`?
GRK2 aptamer HTS: 1; MCL1-BIM inh: 5; CR mimetic SO: 99; AGP1 TOR yeast: 114; Bcl-xL primary: 3; CIT2-GFP yeast: 106; VLA-4 inh: 14; GLD-1 RNA inh: 1; MEX-5 binding: 1.7

Results for O=C(O)c1ccc(-n2nnnc2Oc2ccccc2C(=O)N2CCOCC2)cc1 ?
GRK2 aptamer HTS: 0; MCL1-BIM inh: -1; CR mimetic SO: 92; AGP1 TOR yeast: 106; Bcl-xL primary: 2; CIT2-GFP yeast: 110; VLA-4 inh: 16; GLD-1 RNA inh: 7; MEX-5 binding: 0.7

What do the screens show for `O=C(Cn1cc2c(n1)CCCCC2)Nc1ccccc1Br`?
GRK2 aptamer HTS: 0; MCL1-BIM inh: -3; CR mimetic SO: 89; AGP1 TOR yeast: 98; Bcl-xL primary: 0; CIT2-GFP yeast: 91; VLA-4 inh: 12; GLD-1 RNA inh: 1; MEX-5 binding: 0.7

What do the screens show for `CC(C(=O)OCc1nnc(-c2ccccc2)o1)N1C(=O)C2CCCCC2C1=O` (centres undefined)?
GRK2 aptamer HTS: 0; MCL1-BIM inh: -3; CR mimetic SO: 80; AGP1 TOR yeast: 100; Bcl-xL primary: 0; CIT2-GFP yeast: 95; VLA-4 inh: 5; GLD-1 RNA inh: 8; MEX-5 binding: -0.6

Results for CCS(=O)(=O)c1nc(S(=O)(=O)c2ccc(Cl)cc2)c(NCCN2CCOCC2)s1 ?
GRK2 aptamer HTS: 0; MCL1-BIM inh: 3; CR mimetic SO: 74; AGP1 TOR yeast: 103; Bcl-xL primary: 0; CIT2-GFP yeast: 115; VLA-4 inh: -3; GLD-1 RNA inh: -3; MEX-5 binding: 2.7

Results for CCN(CC)C(=O)n1cnc(-c2ccccc2)c1-c1ccccc1 ?
GRK2 aptamer HTS: 1; MCL1-BIM inh: 2; CR mimetic SO: 111; AGP1 TOR yeast: 100; Bcl-xL primary: 3; CIT2-GFP yeast: 96; VLA-4 inh: -2; GLD-1 RNA inh: 2; MEX-5 binding: 1.1

Results for CCSCCc1nnc(NC(=O)Nc2cccc(C(F)(F)F)c2)s1 ?
GRK2 aptamer HTS: 1; MCL1-BIM inh: 4; CR mimetic SO: 137; AGP1 TOR yeast: 105; Bcl-xL primary: 3; CIT2-GFP yeast: 96; VLA-4 inh: 4; GLD-1 RNA inh: 4; MEX-5 binding: 1.3

How did CCCCN(C(=O)c1ccc2c(c1)OCO2)c1ccccc1 do in these assays?
GRK2 aptamer HTS: 0; MCL1-BIM inh: 4; CR mimetic SO: 90; AGP1 TOR yeast: 84; Bcl-xL primary: 3; CIT2-GFP yeast: 91; VLA-4 inh: -1; GLD-1 RNA inh: 1; MEX-5 binding: -0.6

Results for CC(c1ccco1)N(C(=O)c1cccs1)c1ccccn1 (centres undefined) ?
GRK2 aptamer HTS: 5; MCL1-BIM inh: 5; CR mimetic SO: 108; AGP1 TOR yeast: 98; Bcl-xL primary: 2; CIT2-GFP yeast: 99; VLA-4 inh: 33; GLD-1 RNA inh: 8; MEX-5 binding: 1.1

Results for Cc1ccc(C2=NN(C(=O)CCC(=O)O)C(c3ccc4c(c3)OCO4)C2)cc1 (centres undefined) ?
GRK2 aptamer HTS: 5; MCL1-BIM inh: 3; CR mimetic SO: 101; AGP1 TOR yeast: 102; Bcl-xL primary: 5; CIT2-GFP yeast: 98; VLA-4 inh: 6; GLD-1 RNA inh: 1; MEX-5 binding: 2.6

What do the screens show for `COc1cccc(C(=O)Nc2cccc(-c3ccc4nncn4n3)c2)c1OC`?
GRK2 aptamer HTS: 17; MCL1-BIM inh: -1; CR mimetic SO: 97; AGP1 TOR yeast: 104; Bcl-xL primary: 1; CIT2-GFP yeast: 108; VLA-4 inh: 34; GLD-1 RNA inh: 1; MEX-5 binding: -1.4

What do the screens show for `COc1ccc(NC(=O)COC(=O)Cc2c[nH]c3ccccc23)cc1OC`?
GRK2 aptamer HTS: 0; MCL1-BIM inh: 1; CR mimetic SO: 104; AGP1 TOR yeast: 101; Bcl-xL primary: 2; CIT2-GFP yeast: 108; VLA-4 inh: -12; GLD-1 RNA inh: 1; MEX-5 binding: 1.3

What do the screens show for `Cc1cc(C)n(CC(=O)N2c3ccccc3Sc3ccccc32)n1`?
GRK2 aptamer HTS: 2; MCL1-BIM inh: 3; CR mimetic SO: 125; AGP1 TOR yeast: 101; Bcl-xL primary: 6; CIT2-GFP yeast: 102; VLA-4 inh: -29; GLD-1 RNA inh: -3; MEX-5 binding: -0.5

How did CCc1nnc(NS(=O)(=O)c2ccc(N/C=C\C(=O)c3cccc(OC)c3)cc2)s1 do in these assays?
GRK2 aptamer HTS: 0; MCL1-BIM inh: -6; CR mimetic SO: 98; AGP1 TOR yeast: inconclusive; Bcl-xL primary: 6; CIT2-GFP yeast: inconclusive; VLA-4 inh: 13; GLD-1 RNA inh: -5; MEX-5 binding: -2.0

How did Cc1nc(-c2coc3c(CN(C)C)c(O)ccc3c2=O)cs1 do in these assays?
GRK2 aptamer HTS: 1; MCL1-BIM inh: 6; CR mimetic SO: 89; AGP1 TOR yeast: 98; Bcl-xL primary: -1; VLA-4 inh: 5; GLD-1 RNA inh: 10; MEX-5 binding: -0.5

What do the screens show for `CCc1ccccc1NC(=O)COc1ccc(C(=S)N2CCCC2)cc1`?
GRK2 aptamer HTS: 2; MCL1-BIM inh: 3; CR mimetic SO: 102; AGP1 TOR yeast: 98; Bcl-xL primary: 6; CIT2-GFP yeast: 95; VLA-4 inh: 0; GLD-1 RNA inh: 7; MEX-5 binding: 2.1

Results for COc1ccc(OC)c(-n2nnnc2SCC(=O)NCCc2ccccc2)c1 ?
GRK2 aptamer HTS: 0; MCL1-BIM inh: -3; CR mimetic SO: 53*; AGP1 TOR yeast: 99; Bcl-xL primary: -2; CIT2-GFP yeast: 102; VLA-4 inh: -11; GLD-1 RNA inh: 0; MEX-5 binding: 1.3

What do the screens show for `CCOc1ccc(S(=O)(=O)N2CCN(C(=O)c3cccn3C)CC2)cc1`?
GRK2 aptamer HTS: 2; MCL1-BIM inh: 4; CR mimetic SO: 105; AGP1 TOR yeast: 104; Bcl-xL primary: -1; CIT2-GFP yeast: 107; VLA-4 inh: 8; GLD-1 RNA inh: 0; MEX-5 binding: 0.6

Compounds shown so far with an aryl thioether with sulfur outside any ring (two):
Results for COc1ccc(CCCc2nnc(SCC(=O)Nc3ccc(OC)cc3)o2)cc1 ?
GRK2 aptamer HTS: 0; MCL1-BIM inh: -19; CR mimetic SO: 112; AGP1 TOR yeast: 100; Bcl-xL primary: -11; CIT2-GFP yeast: 95; VLA-4 inh: -2; GLD-1 RNA inh: 1; MEX-5 binding: 0.9

Results for COc1ccc(OC)c(-n2nnnc2SCC(=O)NCCc2ccccc2)c1 ?
GRK2 aptamer HTS: 0; MCL1-BIM inh: -3; CR mimetic SO: 53*; AGP1 TOR yeast: 99; Bcl-xL primary: -2; CIT2-GFP yeast: 102; VLA-4 inh: -11; GLD-1 RNA inh: 0; MEX-5 binding: 1.3
